V-ATPase pHluor: yeast V-ATPase proton transport regulation by pHLuorin; S. cerevisiae, pHLuorin cytosolic pH fluorescence; response, % at 10 µM; actives 0.37% (n = 350,000); AID 504577; in the data active means response mostly above about 7.3%, no sharp cut-off; inactive means mostly below about 5.4%; further: actives read high; inactives centre near 0; some compounds called inactive have numbers as strong as hits; reference of the scale not given here
Arr AP2 block: blocks beta-arrestin peptide binding to AP2 adaptin. FITC-arrestin peptide / GST-AP2 beads, flow cytometry; AP2 beta2 appendage carries R879A mutation. inhibition, % at 10 µM. actives 0.31% (n = 340,000). AID 504490;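 active means inhibition above a set limit, near 3 SD of compounds lacking own fluorescence, cut at about 54% in these data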;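 further: plate controls were DMSO wells for no effect and 5 µM unlabelled arrestin peptide for full effect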
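System: GST-AP2 R879A bound to glutathione beads, E. coli-expressed. Also added: 50 nM FITC-arrestin peptide. Schedule: compound with beads 12 min RT, then probe 1 h RT. Signal: bead flow cytometry, FITC channel. Read-out basis: percent response.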
C-LANA FP: blocks KSHV LANA C-terminal domain binding to DNA. MBP-C-LANA/FAM-LBS DNA binding, fluorescence polarization. inhibition, % at 9 µM. actives 0.078% (n = 340,000). AID 504423;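 active means highest replicate inhibition at or above 60% at 9 µM, even if other replicates fall short; inactive means all replicates below 60% inhibition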;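 further: 0% = neutral control wells and 100% = 4 µM acridine orange control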
OPRM1-OPRD1 ag: OPRM1-OPRD1 heterodimerization agonism; P35372+P41143; cells, luminescence; activation, % at 9.3 µM; actives 0.3% (n = 340,000); in the data active means activation above about 18%;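 further: 0% = vehicle-treated cells and 100% = reference agonist; values of inactives mirror those of a sister screen read the other way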
Target sequence (P35372 whole entry, looked up): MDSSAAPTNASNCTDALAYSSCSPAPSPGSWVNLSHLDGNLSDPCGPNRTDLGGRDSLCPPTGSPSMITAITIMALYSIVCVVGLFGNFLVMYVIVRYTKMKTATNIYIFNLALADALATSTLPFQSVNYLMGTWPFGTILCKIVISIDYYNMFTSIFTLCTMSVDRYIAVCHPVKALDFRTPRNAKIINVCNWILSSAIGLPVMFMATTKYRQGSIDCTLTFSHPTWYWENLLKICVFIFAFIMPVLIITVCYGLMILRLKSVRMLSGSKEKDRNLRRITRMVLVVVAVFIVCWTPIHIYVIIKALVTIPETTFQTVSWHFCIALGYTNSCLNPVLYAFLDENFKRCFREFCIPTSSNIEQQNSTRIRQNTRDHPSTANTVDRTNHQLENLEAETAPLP
Target sequence (P41143 whole entry, looked up): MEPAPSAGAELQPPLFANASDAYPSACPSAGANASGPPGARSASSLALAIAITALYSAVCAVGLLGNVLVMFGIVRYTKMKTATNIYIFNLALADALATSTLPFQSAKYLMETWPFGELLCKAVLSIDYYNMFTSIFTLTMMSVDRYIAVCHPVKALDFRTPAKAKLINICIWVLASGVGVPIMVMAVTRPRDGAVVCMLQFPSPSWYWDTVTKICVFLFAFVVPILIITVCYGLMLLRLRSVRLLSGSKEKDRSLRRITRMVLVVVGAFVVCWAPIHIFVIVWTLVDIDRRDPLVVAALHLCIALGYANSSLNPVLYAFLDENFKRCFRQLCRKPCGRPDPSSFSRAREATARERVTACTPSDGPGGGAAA
RTF Ca sens act: increases calcium sensitivity of human cardiac regulated thin filaments; P19429+P45379; IANBD-labeled TnC RTF fluorescence at EC20 calcium; 0% EC20 calcium, 100% full calcium; activation, % at 7.2 µM; actives 0.24% (n = 340,000);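 active means activation above the mean over all tested compounds plus 3 SD, cut at about 30% in these data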;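 further: rise in fluorescence read as greater calcium sensitivity of cardiac thin filaments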
Wnt act: activators of Wnt/beta-catenin signaling | Wnt/beta-catenin reporter cell assay, activator, plate reader | activation, % at 9.35 µM | actives 1.2% (n = 300,000) | AID 743398; in the data active means activation above about 30%, passing the limit was not always enough;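 further: 0% = neutral control wells and 100% = positive control wells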
OPRM1-OPRD1 inv: inverse agonists of human mu-delta opioid receptor heterodimerization; P35372+P41143; cell-based MOR-DOR heterodimer luminescence, inverse agonism; inhibition, % at 9.3 µM; actives 0.21% (n = 340,000); AID 504357; in the data active means inhibition above about 22%, passing the limit was not always enough;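 further: 0% = cells with DMSO and 100% = wells without cells with DMSO; values of inactives mirror those of a sister screen read the other way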
Keap1-Nrf2 PPI: Keap1-Nrf2 (human) interaction inhibition; actives 0.15% (n = 340,000); Keap1 Kelch-Nrf2 peptide fluorescence polarization, 1536-well; inhibition, % at 9.4 µM; Q14145; in the data active means inhibition above about 12%;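 further: human Keap1 Kelch domain with fluorescein labeled Nrf2 9mer peptide probe; 0% = neutral control wells and 100% = peptide positive control; higher means more block of Keap1 binding to Nrf2 peptide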
Pemphigus Ab inh: human desmoglein-3 autoantibody binding inhibition. P32926. DSG3-coupled beads, scFv-anti-DSG3-GFP binding, flow cytometry; active compounds read low. binding (percent of control), % at 10 µM. actives 0.48% (n = 310,000). AID 588358;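 active means binding more than 3 SD below its plate's average and above zero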;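 further: hits lower antibody fragment binding to DSG3; some compounds called inactive have numbers as strong as hits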
Cardiac RTF inh: cardiac RTF calcium desensitization; IANBD-labeled cardiac RTF, Ca2+ fluorescence; inhibition, % at 7.15 µM; actives 0.12% (n = 340,000);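 active means inhibition above the mean inhibition of all tested compounds plus 3 SD, cut at about 17% in these data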;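 further: assay run at fixed EC70 calcium of 1.6 mM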
An asterisk follows results filed as active; . = not tested or not shown.

SMILES	V-ATPase pHluor	Arr AP2 block	C-LANA FP	OPRM1-OPRD1 ag	RTF Ca sens act	Wnt act	OPRM1-OPRD1 inv	Keap1-Nrf2 PPI	Pemphigus Ab inh	Cardiac RTF inh
C/C=C/C=N/NC(=O)CN(c1ccc(Br)cc1)S(=O)(=O)c1ccccc1	0	1	0.5	0.8	-7	.	-4	1	112	-6
Cc1cc2cc(C(c3nnnn3Cc3ccccc3)N3CCc4ccccc43)c(=O)[nH]c2cc1C (centres undefined)	-3	-1	-1.0	-0.1	1	-5	0	1	95	-8
CC(=O)Nc1ccc(C(=O)OCC(=O)N2CCCC2)cc1	5	-4	2.1	0.4	-1	-1	-3	-4	100	-5
COc1cc(C=C(c2nc3ccccc3s2)c2nc3ccccc3s2)ccc1O	0	-4	-2.3	-0.9	2	.	4	3	102	4
CCOC(=O)CSc1nnc(-c2ccc(OC)cc2)n1CC	-2	-6	-0.2	-0.6	7	-8	3	-1	99	9
Cn1cc(CN2CCCC(CNS(=O)(=O)c3cccc4cccnc34)C2)cn1 (centres undefined)	-5	8	-1.2	-0.4	-7	-3	2	-5	102	-7
O=C(COc1ccccc1)Nc1cccc(S(=O)(=O)N2CCCC2)c1	3	1	-0.8	-3.4	4	-1	16	3	102	0
Cc1ccc(NS(=O)(=O)c2ccc(NC(=O)CN(c3cc([N+](=O)[O-])ccc3C)S(C)(=O)=O)cc2)c(C)c1	-5	11	-1.4	-0.7	-7	-3	4	6	108	1
O=C1NC(=O)/C(=C/c2cccc([N+](=O)[O-])c2)N1	-2	12	-2.5	-3.9	-1	-3	18	-3	113	0
COc1ccc(CCN2C(=O)CC(NCCc3ccc(S(N)(=O)=O)cc3)C2=O)cc1OC (centres undefined)	-2	7	1.4	-1.5	-3	.	9	-1	.	-2
COCCN1C(=O)/C(=C/c2ccc(N3CCCC3)cc2C)SC1=S	-1	103*	-0.3	-3.6	69*	6	17	-4	300	-76
Nc1nnc(SCC(=O)c2ccccc2)s1	2	33	0.0	-1.1	-1	1	6	-3	105	8
O=C(N/N=C/c1ccc(OCCCF)cc1)c1ccc(C(F)(F)F)cc1	-4	36	-1.4	1.2	0	-1	-6	-5	105	-2
COc1ccc(NC(=O)CN(C)C(=O)c2oc3c(ccc4ccccc43)c2C)cc1	4	-3	-2.6	1.1	-3	-2	-5	0	.	-2
CCOC(=O)C1C(=O)NC(c2ccccc2)=NC1c1ccccc1 (centres undefined)	-1	8	0.8	-2.8	-8	.	13	-3	94	-8
COc1cccc(CNc2ncn[nH]2)c1OCc1ccc(F)cc1	-4	8	0.8	-3.2	2	-2	15	-1	112	6
COc1ccc(-c2cnnc(N/N=C/c3ccc(C)o3)n2)cc1	-1	16	0.3	-0.5	2	0	3	1	92	0
Cc1oc(-c2ccccc2F)nc1CS(=O)(=O)CC(=O)N1CCc2ccccc21	-1	0	0.6	-0.9	-3	2	5	-1	99	-8
CCOC(=O)/C=C/c1ccccc1S(=O)(=O)NC(C)(C)C	0	2	1.1	-0.4	-9	4	2	-4	102	2
O=C(O)c1cccc(-c2nnn(Cc3ccccc3Cl)n2)c1	-1	-4	0.0	-3.6	2	16	21	0	101	-6
CC(Sc1nnc(N)s1)C(=O)NCc1ccc2c(c1)OCO2 (centres undefined)	1	15	0.4	-1.5	1	-3	6	0	80	-11
Cc1cccc(S(=O)(=O)c2c(N)n(-c3ccccc3)c3nc4ccccc4nc23)c1	2	6	1.1	-2.1	-4	18	11	-1	89	-1
CCN1C(=O)CSC1=Nc1ccc(OC)cc1	0	-17	1.1	-1.1	5	1	6	-7	115	-4
Cc1ccc(C2Nc3cccc4cccc(c34)N2)s1	0	87*	0.3	3.4	-2	-6	-19	3	100	-1
Cc1cc(C)c(/C=N/NC(N)=O)c(C)c1/C=N/NC(N)=O	-1	7	-0.3	-0.6	1	.	4	0	114	6
Cc1ccc(S(=O)(=O)N2CCCC2C(=O)OCc2ccccc2)cc1 (centres undefined)	-2	7	-1.2	1.0	0	.	-5	1	102	-3
Cc1ccc(CN2CCN(Cc3cn[nH]c3C3CCCCC3)CC2CCO)cc1 (centres undefined)	3	-9	1.5	0.5	-1	0	-3	0	94	0
COc1ccc(S(=O)(=O)N2CCCCCC2)cc1C(=O)N(CC(C)C)C1CCS(=O)(=O)C1 (centres undefined)	-3	-4	0.8	0.7	2	2	-5	4	96	-21
COc1ccc(NC(=O)CSCC(=O)NCc2ccco2)cc1	2	-5	0.5	-1.5	-2	2	10	1	99	3
CSc1nc2[nH]ncc2c(=O)n1-c1ccccc1	1	.	-1.6	-2.9	-2	-3	15	2	104	-13
Cn1c(=O)n(C)c2cc(S(=O)(=O)N3CCOCC3)ccc21	1	-5	-1.3	-1.7	2	.	9	1	.	8
CS(=O)(=O)N1CC(C(=O)O)Oc2ccc(CC(=O)O)cc21 (centres undefined)	3	40	1.9	-2.9	-5	-11	15	-3	103	1
COc1ccc(OCCCC(=O)Nc2cccc(S(=O)(=O)N3CCCCCC3)c2)cc1	-3	21	0.6	0.4	1	-1	-2	1	100	-3
O=C(CCCc1ccccc1)NCCS(=O)(=O)N1CCN(c2ccccc2F)CC1	-3	-6	-6.9	3.0	-2	6	-20	1	105	8
CCCn1nnnc1NC(=O)c1ccc2ccccc2c1	1	18	-1.4	-0.6	-3	0	4	-1	102	2
COc1cc2c(cc1OC)C1=C(C#N)CN(CC(=O)O)CN1CC2	-1	33	0.2	0.8	6	-1	-5	-2	101	-4
COc1ccccc1NC(NC(=O)c1ccco1)C(=O)c1ccccc1 (centres undefined)	-3	-4	-1.6	-0.5	2	0	2	2	125	-5
CCCS(=O)(=O)N1CCCC(C(=O)NC2CCCC(C)C2C)C1 (centres undefined)	1	2	-0.8	-1.7	2	.	9	-1	101	-10
CC(C)OCCCNc1nc2c(c(=O)n(Cc3ccccc3F)c(=O)n2C)n1C	0	-2	-0.1	3.4	-2	-3	-17	-4	98	-4
CCOC(=O)C1=C(N)N(c2ccccc2)C(=O)C1	9	-3	0.2	0.7	-1	.	-3	-5	111	-2

Ordered by the number under V-ATPase pHluor (descending): 3 of the compounds above
SMILES | V-ATPase pHluor | Arr AP2 block | C-LANA FP | OPRM1-OPRD1 ag | RTF Ca sens act | Wnt act | OPRM1-OPRD1 inv | Keap1-Nrf2 PPI | Pemphigus Ab inh
CC(Sc1nnc(N)s1)C(=O)NCc1ccc2c(c1)OCO2 (centres undefined) | 1 | 15 | 0.4 | -1.5 | 1 | -3 | 6 | 0 | 80
CCN1C(=O)CSC1=Nc1ccc(OC)cc1 | 0 | -17 | 1.1 | -1.1 | 5 | 1 | 6 | -7 | 115
COc1cc2c(cc1OC)C1=C(C#N)CN(CC(=O)O)CN1CC2 | -1 | 33 | 0.2 | 0.8 | 6 | -1 | -5 | -2 | 101

(cont.)
SMILES	V-ATPase pHluor	Arr AP2 block	C-LANA FP	OPRM1-OPRD1 ag	RTF Ca sens act	Wnt act	OPRM1-OPRD1 inv	Keap1-Nrf2 PPI	Pemphigus Ab inh	Cardiac RTF inh
CCn1c(COc2ccccc2OC)nc2ccccc21	-1	-2	-1.6	-2.4	-2	2	12	-1	103	-7
COc1cccc(CNC(=O)CN2C(=O)CSc3ccc(S(=O)(=O)N4CCOCC4)cc32)c1	-1	9	-1.1	-1.0	-7	0	5	0	97	3
CNC(=S)NNC(=O)c1noc(C)c1C(=O)N1CCN(C(c2ccccc2)c2ccccc2)CC1	4	-6	0.0	-0.6	-2	1	3	2	99	-1
CCN(CC)c1ccc(NC(=O)c2ccc3c(c2)OCO3)cc1	-2	24	-1.3	-1.1	6	14	5	2	100	-16
Cc1cc(C)c2c(c1)NC(=O)C2(O)CC(=O)c1cccs1 (centres undefined)	-2	29	-0.9	-0.4	2	-1	2	0	87	0
Cc1ccc(CCNC(=O)CN(C)S(=O)(=O)c2cnc[nH]2)cc1	0	35	-1.6	-1.4	-1	-2	7	0	105	0
Fc1cccc(NC(=S)NNc2ccccc2)c1	-1	12	-1.4	2.5	1	2	-11	-1	106	-1
CCC(=O)c1ccc(OC(=O)c2ccc(Br)o2)cc1	7	-1	0.2	-2.8	4	.	14	-5	110	-3
CC(SC(C)C(=O)NN=Cc1ccc(F)cc1)C(=O)NN=Cc1ccc(F)cc1 (centres undefined)	-3	-7	-0.8	-2.0	0	1	10	-3	118	-12
COc1ccc(/C=C/C=N/NC(=O)COc2ccc(OC)cc2)cc1	-1	13	1.1	-1.0	-8	6	6	-2	97	1
C/C=C/C(=O)N1c2ccc(C)cc2C(C)=CC1(C)C	1	1	-3.3	5.4	-1	9	-27	1	103	-3
CCCCN1C(=O)C(=O)N(CC(=O)NC2CCCc3ccccc32)C1=O (centres undefined)	0	-8	0.6	-3.0	2	3	14	7	99	-9
O=C(CN1CCN(S(=O)(=O)c2ccc(F)cc2)CC1)Nc1ccnn1C1CCCC1	0	23	0.8	-1.4	2	-2	7	0	100	-2
CCn1nc(C)c(CNC(=O)c2cc(COc3ccccc3SC)on2)c1C	-2	26	0.5	1.0	-2	1	-5	0	.	3
O=C(NC1CCN(S(=O)(=O)c2cccc(F)c2)CC1)c1cccc(F)c1	-5	0	-0.9	-1.8	4	-2	9	-8	101	-2
Cc1ccc(NC2=NC(=S)N(CC#N)C23CCCCC3)cc1	1	7	-0.4	2.2	11	-7	-13	-7	98	-5
COC(=O)CSc1nnc(CNC(=O)c2ccc(S(=O)(=O)N3CCOCC3)cc2)n1C	-1	11	-0.2	2.5	1	-5	-17	-8	98	2
COc1ccc(-c2noc(N3CCC(C(=O)Nc4ccccc4Cl)CC3)n2)cc1	2	18	-0.9	3.6	2	7	-22	-1	100	-12
c1ccc(OCc2nnc3n2N=C(c2ccccc2)CS3)cc1	-1	8	-0.2	-2.9	0	2	15	3	88	-16
CN(C)S(=O)(=O)c1cccc(C(=O)Nc2cc(S(=O)(=O)N3CCOCC3)ccc2N2CCCC2)c1	-2	-8	0.5	-2.3	-3	-2	9	-5	109	3
Cc1onc(-c2c(F)cccc2Cl)c1C(=O)NC(=S)NC1CCS(=O)(=O)C1 (centres undefined)	2	-6	0.3	-4.7	-4	7	24	-8	64	-10
CCCC[C@@H]1CNCCN1CCCc1cc(OC)c(OC)c(OC)c1	1	-11	0.7	-3.4	-2	-1	16	2	99	7
COc1ccc(/C=C2\SC(=O)N(CCNC(=O)Cn3[nH]c(=O)c4ccccc4c3=O)C2=O)cc1	-1	-7	-1.2	-4.5	2	-3	22	-4	125	-8
Cc1cc(C)cc(C(=O)NCC(=O)OCC(=O)NCc2ccco2)c1	1	2	0.3	1.1	8	-1	-6	-7	97	-2
C/C(=N/NC(=O)CN1CCN(S(=O)(=O)c2ccc(Br)cc2)CC1)c1ccncc1	-4	-8	-0.5	-2.0	0	-1	10	-4	115	-3
O=C1[C@@H]2Cc3c([nH]c4ccccc34)CN2C(=O)CN1CCO	2	-6	0.0	-2.4	-5	-2	12	-3	100	-6
CCN1C(=O)S/C(=C/c2cn(C)c3ccccc23)C1=O	-1	7	0.2	6.3	-2	-3	-40	-3	97	-22
O=C(N/N=C/C(Br)=C/c1ccccc1)c1ccc([N+](=O)[O-])cc1	1	10	-0.5	8.7	-5	6	-45	1	100	0

Compound activity as filed in PubChem.

Hits appear at their usual frequency, and some 3.1% of all compounds hit somewhere here.
